RGS4 block = inhibitors of human RGS4; P49798; HEK293 M3R/RGS4 inducible, Fluo-4 calcium flux; active compounds read high; triggered by carbachol at its EC20; B-score at 10 µM; 0.45% of 310,000 active; AID 463165;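 active = B-score, a plate-corrected calcium signal, over three deviations above library mean, with baseline fluorescence within five deviations of library mean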;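 also: RGS4 expression induced by doxycycline in cells with stable M3 receptor; B-score is computed from the integrated fluorescence ratio over baseline after carbachol; higher B-score means a larger calcium signal and so more RGS4 inhibition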
Target sequence (P49798 whole entry, looked up): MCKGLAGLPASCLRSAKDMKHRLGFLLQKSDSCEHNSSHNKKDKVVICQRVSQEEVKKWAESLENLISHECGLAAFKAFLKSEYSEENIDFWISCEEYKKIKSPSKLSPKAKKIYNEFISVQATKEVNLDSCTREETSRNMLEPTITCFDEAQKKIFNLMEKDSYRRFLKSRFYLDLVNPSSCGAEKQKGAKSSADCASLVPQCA
KCNK9 inh = inhibitors of human KCNK9 two-pore domain potassium channel | B-score at 10 µM | 1.2% of 310,000 active | HEK293 KCNK9, FluxOR thallium flux fluorescence; active compounds read low;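 active = ratio B-score over 3 SD below the library mean, with starting fluorescence within 5 SD of its mean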;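 also: negative B-score means less thallium flux so channel inhibition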
Target sequence (Q9NPC2 whole entry, looked up, the tested form may be a part): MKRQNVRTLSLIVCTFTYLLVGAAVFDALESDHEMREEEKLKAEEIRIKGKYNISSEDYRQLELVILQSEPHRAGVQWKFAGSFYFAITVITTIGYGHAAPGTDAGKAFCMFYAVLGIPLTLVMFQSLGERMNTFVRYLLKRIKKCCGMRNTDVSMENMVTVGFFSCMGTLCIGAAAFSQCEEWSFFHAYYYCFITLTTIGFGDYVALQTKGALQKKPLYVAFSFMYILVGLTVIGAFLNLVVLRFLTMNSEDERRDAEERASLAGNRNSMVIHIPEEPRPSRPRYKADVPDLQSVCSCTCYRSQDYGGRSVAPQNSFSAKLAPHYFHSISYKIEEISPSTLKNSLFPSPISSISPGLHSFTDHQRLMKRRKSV
hERG protect = hERG (human) protection from proarrhythmic block; 0.51% of 310,000 active; activation (rescue from dofetilide block), less the hit threshold, % at 10 µM; Q12809; CHO-hERG, FluxOR thallium flux, dofetilide IC70 present; AID 1511;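 active = activation above the mean of controls blocked by dofetilide plus 5 SD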;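 also: thallium influx through hERG after potassium depolarization seen as dye fluorescence rise; in these data hits start at about 4.7%; inactives centre near -7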
GSK3 alpha inh = inhibitors of human GSK-3 alpha kinase; 0.1% of 320,000 active; ADP-Glo luminescence, 60 min; P49840; inhibition, % at 10 µM;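 in the data active = inhibition above about 50%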;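 also: GST-tagged GSK-3 alpha with peptide substrate and 25 µM ATP; 0% = DMSO neutral wells and 100% = GW8510 positive control wells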
RGS4 act = RGS4 potentiation or activation; HEK293 M3R/inducible RGS4, carbachol calcium flux Fluo4; active compounds read low; B-score at 10 µM; 0.92% of 310,000 active;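 active = B-score of the integrated calcium signal more than 4 SD below the library mean, with starting fluorescence not abnormally high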;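 also: negative B-score means reduced calcium response which marks RGS4 activation or potentiation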
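Material: M3R-expressing HEK293 line, RGS4 induced by doxycycline | Schedule: Overnight RGS4 induction, 30 min dye load 37 °C, 20 min compound RT | Measured by: Fluo4 fluorescence kinetic imaging of calcium | Read-out: Integrated calcium ratio converted to B score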
KCNQ1 pot = potentiators or activators of human KCNQ1 potassium channel; P51787; CHO-K1 KCNQ1, thallium flux FluxOR fluorescence; active compounds read high; B-score at 10 µM; 0.35% of 310,000 active;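 active = fluorescence ratio B-score, a plate-corrected score, at least three library SD, with initial intensity B-score within 5 SD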
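Doses: Single concentration per compound, DMSO matched to controls | Test system: KCNQ1-transfected CHO-K1 cells | Timing: 90 min dye loading and 20 min compound exposure, both at room temperature | Measured by: Kinetic FluxOR thallium fluorescence, 10-s 1-Hz baseline, 110-s post-stimulus read | Medium: Assay buffer with matched DMSO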
PolyA inh = inhibitors of polyadenylation in S. cerevisiae | S. cerevisiae SKY197-pL101 polyadenylation reporter, beta-gal luminescence; efflux-impaired pdr1/pdr3 knockout yeast; score 100 = 6 SD above DMSO | calls only at 12 µM | 0.02% of 300,000 active;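 active = lowest replicate activity score at least 50, where 100 means six control SD above control mean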;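 also: yeast exposed to compound for 9 h at 30 °C; higher score means more reporter readthrough which indicates perturbed polyadenylation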
KCNQ1 inh = inhibitors of human KCNQ1 potassium channel; P51787; CHO-K1 KCNQ1, FluxOR thallium flux fluorescence; active compounds read high; B-score at 10 µM; 1.3% of 310,000 active; AID 2642;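 active = compounds whose thallium flux B-score, printed positive for inhibition, exceeds three library SD while starting fluorescence stays within three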;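 also: channel opened by potassium depolarization with thallium stimulus after 20 min compound exposure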
GSK3B inh = blocks human GSK3beta kinase activity; GST-GSK3beta kinase, ADP-Glo luminescence, 60 min; active compounds read low; activity score (negative = inhibition), % at 10 µM; 0.038% of 300,000 active; AID 2097;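 active = more than half of replicate wells score below -50%, meaning over 50% inhibition versus plate controls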;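 also: 0% = median DMSO wells and -100% = median GW8510 positive control wells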
Target sequence (P49841 whole entry, looked up): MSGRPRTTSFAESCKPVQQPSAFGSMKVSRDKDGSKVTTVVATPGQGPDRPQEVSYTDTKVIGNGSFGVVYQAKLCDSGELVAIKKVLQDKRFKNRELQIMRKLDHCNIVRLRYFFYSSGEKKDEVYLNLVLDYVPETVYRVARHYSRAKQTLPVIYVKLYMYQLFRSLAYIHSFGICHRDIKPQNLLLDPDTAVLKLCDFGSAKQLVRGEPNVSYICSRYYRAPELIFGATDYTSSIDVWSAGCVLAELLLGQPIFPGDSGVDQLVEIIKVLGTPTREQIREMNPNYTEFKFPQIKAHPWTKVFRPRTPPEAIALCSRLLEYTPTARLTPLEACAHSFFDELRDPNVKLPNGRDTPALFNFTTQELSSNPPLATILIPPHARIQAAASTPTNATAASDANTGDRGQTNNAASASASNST
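Assay system: GST-fused GSK3beta enzyme, cell-free / Medium: Tris pH 7.5 buffer with MgCl2, DTT, BSA, heparin / Also added: peptide substrate plus 25 µM ATP (final) / Compound: 10 µM single point / Timing: kinase reaction with compound 60 min at room temperature / Detection: ADP-Glo luminescence / Benchmarks: DMSO neutral wells and GW8510 at 20 µM as positive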
DYRK1A inh = Dyrk1A (rat) kinase inhibition; Q63470; ADP-Glo luminescence, NFATc1 peptide; inhibition, % at 12.5 µM; 0.43% of 310,000 active; in the data active = inhibition above about 50%;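 also: plate controls were vehicle with enzyme for no effect and no enzyme for full effect; many of its hits are not listed in these tables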
KCNK3 inh = human KCNK3 channel inhibition, primary screen; O14649; CHO-KCNK3 thallium flux, FluxOR fluorescence; active compounds read low; B-score at 10 µM; 0.84% of 340,000 active; AID 602410;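 active = B-score under library mean minus 4 SD, starting fluorescence ratio at most library mean plus 5 SD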;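 also: more negative B-score means stronger inhibition of thallium flux through KCNK3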
Starred values were filed as active, the others as inactive; i = inactive; x = no result given.

SMILES	RGS4 block	KCNK9 inh	hERG protect	GSK3 alpha inh	RGS4 act	KCNQ1 pot	PolyA inh	KCNQ1 inh	GSK3B inh	DYRK1A inh	KCNK3 inh
CCOC(=O)c1sc2nc(CC(C)C)c3c(c2c1N)CCC3	i	i	-6	1	i	i	i	i	2	-4	i
Cc1ccc(S(=O)(=O)N2CCCCC2)cc1C(=O)NCCC1=CCCCC1	i	i	-20	-4	i	i	i	i	1	-8	i
O=C(c1ccc2c(c1)OCO2)C1CCCN(Cc2c(F)ccc(F)c2F)C1 (stereo not drawn)	i	i	-6	0	-7.9*	i	i	i	2	-3	i
CCOC(=O)c1c(NC(=O)CN2CCCCC2)sc2c1CCN(C(=O)OCC)C2	i	i	-7	1	i	i	i	i	3	-3	i
O=C(/C=C/N1CCN(Cc2ccccc2)CC1)C(F)(F)F	i	i	-1	1	i	i	i	i	-3	2	i
O=C(O)CN1CCCCC1	i	i	-10	-1	i	i	i	i	0	-1	i
N#CCc1ccc(Oc2ccc([N+](=O)[O-])cn2)cc1	i	i	0	-5	i	i	i	i	0	0	i
Cc1cc(=O)n2ccsc2n1	i	i	-10	x	i	i	i	i	0	12	i
CN(CC(=O)Nc1ccccc1C(F)(F)F)C(=O)c1cc2c(s1)CCCCC2	i	i	-15	2	i	i	i	i	0	12	i
CCOC(=O)C1CCN(C(=O)NS(=O)(=O)c2ccc(C)cc2)CC1	i	i	-10	0	i	i	i	i	2	-3	i
CN(C)S(=O)(=O)c1ccc(N2CCCC2)c(C(=O)N2CCN(c3ccc([N+](=O)[O-])cc3)CC2)c1	i	i	-16	-1	i	i	i	i	-1	-4	i
Cc1cccc2c1c(N=NC(N)=S)c(O)n2C1OC(CO)C(O)C(O)C1O (stereo not drawn)	i	i	-6	2	i	i	i	i	0	x	i
O=C1C2CCCN2C(c2ccc(Cl)cc2)N1c1nccs1 (stereo not drawn)	i	i	-16	0	i	i	i	i	-1	-1	i
Cc1cccc(NC(=O)CC(C)S(=O)(=O)c2ccc3c(c2)NC(=O)CO3)c1C (stereo not drawn)	i	i	-6	5	i	i	i	i	1	-4	i
COc1ccccc1C1CC(=O)NC(C)=C1C(=O)OC(C)C (stereo not drawn)	i	i	-9	1	i	i	i	i	x	x	i
CCOc1ccc(C(c2c(C)[nH][nH]c2=O)c2c(C)[nH][nH]c2=O)cc1OC	i	i	-6	-7	i	i	i	i	2	x	i
COc1cc(S(=O)(=O)N(C)C)ccc1Br	i	i	-7	-1	i	i	x	i	1	-7	i
O=C(NC(=O)N1CCN(c2ccc(F)cc2)CC1)c1ccccc1	i	i	-9	1	i	i	i	i	-4	1	i
CC1CN(C(=S)SCC(=O)c2ccc(Cl)cc2)CC(C)O1 (stereo not drawn)	i	i	-3	-4	i	i	i	i	1	-8	i
CC(=O)c1ccc(-n2nncc2-c2ccc([N+](=O)[O-])cc2)cc1	i	i	5.5*	x	i	i	i	i	1	11	i
Cc1ccccc1-n1nnnc1SCC(=O)NCC1CCCO1 (stereo not drawn)	i	i	-8	-3	i	i	i	i	0	5	i
Cc1ccc2nc(Cl)c(C3CC(c4cccs4)=NN3S(C)(=O)=O)cc2c1 (stereo not drawn)	i	i	-5	0	i	i	i	i	-4	0	i
COC(=O)C1C(=O)NCC1c1ccccc1 (stereo not drawn)	i	i	-2	-2	i	i	i	i	0	6	i
CCOC(=O)Nc1ccc(S(=O)(=O)Nn2cnnc2)cc1	i	i	-2	-2	i	i	i	i	-1	-8	i
O=S(=O)(c1ccc(F)cc1)N1CCN=C1SCc1cccnc1	i	i	-9	-1	i	i	i	i	-5	5	i
CN(CCCC(=O)NCc1ccco1)S(=O)(=O)c1ccccc1	i	i	-5	-1	i	i	i	i	1	11	i
CN1CCN(c2ccc(NC(=O)c3ccc4c(c3)OCCO4)cc2)CC1	i	i	-11	x	i	i	i	i	2	-5	i
COc1c(Cl)cc(Cl)cc1/C=C/C(=O)c1ccc(NC(=O)c2cccs2)cc1	i	i	-13	3	i	i	i	i	2	-2	-10*
CC(=O)Nc1ccc(NS(=O)(=O)c2ccc(C)cc2)c([N+](=O)[O-])c1	i	i	-4	-2	i	i	i	i	1	4	i
C=CCc1cc(Cl)ccc1OCCN1CC(C)OC(C)C1 (stereo not drawn)	i	i	-2	0	i	i	i	i	2	-3	i

Single records, as listed above:
Profile of `CN(CC(=O)Nc1ccccc1C(F)(F)F)C(=O)c1cc2c(s1)CCCCC2` → RGS4 block: i; KCNK9 inh: i; hERG protect: -15; GSK3 alpha inh: 2; RGS4 act: i; KCNQ1 pot: i; PolyA inh: i; KCNQ1 inh: i; GSK3B inh: 0; DYRK1A inh: 12; KCNK3 inh: i
Profile of `CCOC(=O)Nc1ccc(S(=O)(=O)Nn2cnnc2)cc1` → RGS4 block: i; KCNK9 inh: i; hERG protect: -2; GSK3 alpha inh: -2; RGS4 act: i; KCNQ1 pot: i; PolyA inh: i; KCNQ1 inh: i; GSK3B inh: -1; DYRK1A inh: -8; KCNK3 inh: i
Profile of `COc1cc(S(=O)(=O)N(C)C)ccc1Br` → RGS4 block: i; KCNK9 inh: i; hERG protect: -7; GSK3 alpha inh: -1; RGS4 act: i; KCNQ1 pot: i; PolyA inh: x; KCNQ1 inh: i; GSK3B inh: 1; DYRK1A inh: -7; KCNK3 inh: i

Other records follow:
SMILES	RGS4 block	KCNK9 inh	hERG protect	GSK3 alpha inh	RGS4 act	KCNQ1 pot	PolyA inh	KCNQ1 inh	GSK3B inh	DYRK1A inh	KCNK3 inh
CCc1ccc(CNC(=O)C2CC(=O)N(CCc3ccc(C)cc3)C2)cc1 (stereo not drawn)	i	i	-10	-3	i	i	i	i	2	-6	i
CC(=O)Nc1ccc(NC(=O)C(C)Sc2nnc(-c3cccs3)o2)cc1 (stereo not drawn)	i	i	-4	18	i	i	i	i	3	-2	i
CCOc1cc(C(=S)N2CCCCC2)ccc1OCC(=O)NCc1ccccc1	i	i	-14	1	i	i	i	i	2	x	i
CC1CC(C)CN(C(=O)Cn2cc(C=O)c3ccccc32)C1 (stereo not drawn)	i	i	-14	0	i	i	i	i	2	6	i
COc1ccc(C)cc1N(C(=O)c1ccc(F)cc1)c1nc2ccccc2s1	i	i	-5	0	i	i	i	i	8	x	i
CCN(CC)C(=O)CSc1nnc(-c2ccccc2)n1N	i	i	-12	-3	i	i	i	i	2	-1	i
O=C1CSC(c2nn(-c3ccccc3)cc2-c2cc3ccccc3oc2=O)N1Cc1ccco1 (stereo not drawn)	i	i	-5	0	i	i	i	i	0	6	i
O=C(Nc1ccc(Cl)c([N+](=O)[O-])c1)ONC1=NCCCCC1	i	i	-16	0	i	i	i	i	2	x	i
CC(C)c1c(C(=O)N/N=C/c2ccc(OCc3ccc(F)cc3)cc2)nnn1-c1nonc1N	i	i	-6	0	i	i	i	i	2	-6	i
O=C(NCc1ccccc1)C1CC2CCCC(C1)C2=O (stereo not drawn)	i	i	-5	-2	i	i	i	i	4	-3	i
Cn1c(CCc2ccccc2)nnc1SCC(N)=O	i	i	-2	2	i	i	i	i	4	6	i
CCCC(CCC(=O)NC1CCCCC1)C(=O)O (stereo not drawn)	i	i	-11	-3	i	i	i	i	-1	5	i
CC(C)S(=O)(=O)c1csc(NC(=O)Nc2cc(Cl)ccc2Cl)c1Cl	i	-8.2*	-8	-2	i	i	i	i	-3	-1	-11*
COc1ccc(CCNC(=O)c2ccc3c(c2)N(Cc2ccc(F)cc2)CCS3)cc1OC	i	i	-7	-2	i	i	i	i	-3	0	i
CC(=O)Nc1ccc(NC(=O)CCC(=O)OCC(=O)c2ccc(C)c([N+](=O)[O-])c2)cc1	i	i	-2	2	i	i	i	i	3	1	i
O=C(CCc1nc(-c2ccccc2)c(-c2ccccc2)o1)OCc1ccc(Br)cc1	i	i	-1	-7	i	i	i	i	-4	1	i
Cc1ccc(OCC(=O)O/N=C(\N)Cc2cccs2)cc1C	i	i	-3	-2	i	i	i	i	5	13	i
CC(C)(C)c1ccc(NC(=S)NCCc2ccccn2)cc1	i	i	-10	0	i	i	i	i	1	-1	i
Cc1cccc(NC(=O)CSc2nnc(-c3cc(C)[nH]n3)n2N)c1	i	i	-5	0	i	i	i	i	3	-1	i
O=C(Nc1ccccc1)OC(CN1CCCCC1)C(F)(F)F (stereo not drawn)	i	i	-3	-6	i	i	i	i	0	-3	i
COc1ccc(N2CCN(C(=O)c3cccs3)CC2)cc1	i	i	-6	-2	i	i	i	i	-3	7	i
CC(C)OP(=O)(OC(C)C)C(O)c1ccc(N(C)C)cc1 (stereo not drawn)	i	i	-8	-3	i	i	i	i	0	2	i
CN(C)/C=C(/C(=O)c1ccc(Cl)cc1Cl)S(=O)(=O)c1ccccc1	i	i	-15	x	i	i	i	i	2	-11	i
O=C(Nc1cccc(C(F)(F)F)c1)c1n[nH]c(Cn2cncn2)n1	i	i	-6	-2	i	i	i	i	-3	2	i
O=C(NCCCCc1ccccc1)C1CC(c2cccc([N+](=O)[O-])c2)=NO1 (stereo not drawn)	i	i	-13	-4	i	i	i	i	-1	0	i
CCNc1nc2c(c(=O)n(C)c(=O)n2C)n1Cc1ccc(Cl)cc1	i	i	-13	0	i	i	i	i	0	4	i

Bioassay records from PubChem BioAssay.

An excerpt (hit frequency here may not be typical).
